Screening results: PubChem BioAssay, The Scripps Research Institute Molecular Screening Center
GAA850 FXN act: activators of GAA850 frataxin (FXN) promoter. HEK293 lucGAA850 FXN promoter luciferase reporter, 24 h; percent of 10 µM SAHA response. activation, % at 6 µM. actives 0.56% (n = 360,000). AID 540364;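 active means activation above the average of all compounds screened plus 3 SD, cutoff fixed separately per campaign, cut at about 7.5% in these data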;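 further: 0% = DMSO wells and 100% = 10 µM SAHA wells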
DAX1 inh: inhibits human nuclear receptor DAX1. actives 0.99% (n = 340,000). inhibition, % at 6.75 µM. HEK293 Gal4-DAX1 luciferase reporter, luminescence. P51843;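 active means inhibition above the mean over all tested compounds plus 3 SD, cut at about 4.2% in these data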;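 further: 0% = DAX1-transfected cells with DMSO and 100% = empty-vector control cells with DMSO; inhibition shows as a rise in luminescence from relieved DAX1 repression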
Target sequence (P51843 207-470 limits assumed): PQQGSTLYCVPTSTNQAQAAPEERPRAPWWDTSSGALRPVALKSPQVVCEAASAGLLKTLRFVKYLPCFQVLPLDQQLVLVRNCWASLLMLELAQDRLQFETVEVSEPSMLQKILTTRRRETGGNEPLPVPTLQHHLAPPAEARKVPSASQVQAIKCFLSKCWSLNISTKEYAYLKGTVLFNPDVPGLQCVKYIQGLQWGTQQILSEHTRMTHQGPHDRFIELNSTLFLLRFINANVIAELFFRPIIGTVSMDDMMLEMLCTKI
Numbers without * were called inactive. An excerpt, so the mix of outcomes need not match the whole.

SMILES	GAA850 FXN act	DAX1 inh
Cc1nc(N2CCNCC2)c2c3c(sc2n1)CCCC3	4.1	0.6
O=C(Nc1ccc(S(=O)(=O)N2CCCC2)cc1)c1ccc([N+](=O)[O-])o1	2.1	-1.6
Cc1cc(NC(=O)c2cccc3c2C(=O)N(C2CCCCC2)C3)ccc1Br	-1.1	-0.2
CC1=NN(c2nc3ccccc3[nH]2)C(=O)/C1=C/N(C)C	-0.4	-0.6
O=C(Nc1nc2c(Br)cccc2s1)C1CC1	-1.3	-0.7
NC(=O)COc1c(-c2ccc(Br)o2)oc2ccccc2c1=O	1.4	-1.0
COc1cccc(C(=O)NCC(c2cccnc2)N2CCN(c3ccccc3OC)CC2)c1 (stereo unspecified)	0.6	-2.6
Cc1cc(C)cc(NC(=O)c2nnn(Cc3cc(C)ccc3C)c2N)c1	-0.9	-0.5
CCOC(=O)C1CCN(C(=O)Nc2ccc3nc(-c4ccco4)c(-c4ccco4)nc3c2)CC1	-0.5	-0.1
COc1cc2c(cc1CNC[C@H]1O[C@@H](n3cnc4c(N)ncnc43)[C@H](O)[C@@H]1O)OCO2	0.0	-1.0
Cc1ccc(NC(=O)CSc2nc(NS(=O)(=O)c3ccccc3)cc(=O)[nH]2)cc1	-0.8	-2.3
CCC(C)NC(=O)C1CCC(CNS(=O)(=O)c2cccc3nsnc23)CC1 (stereo unspecified)	0.4	-0.2
COC(=O)C1=C(C(=O)OC)[C@@H]2N(Cc3ccccc3)c3ccccc3[C@@]23C[C@@H](C(=O)OC)N(C(=O)c2ccc(Br)cc2)C3=N1	-3.5	-0.3
Cc1ccc(S(=O)(=O)Nc2ccccc2/C=N/c2nc3ccccc3n2C)cc1	-2.7	-1.7
O=C(Cn1ncn2c(cc3ccccc32)c1=O)NCCCc1ccccc1	-2.5	0.2
CC1=C(C)/C(=N\OS(=O)(=O)c2ccccc2)C=CC1=O	-15	-4.2
COc1ccc(-c2cc(=O)c3cc(OC)ccc3[nH]2)cc1	0.9	-1.3
CC(C)CCNC(=O)C1CCC(CNS(=O)(=O)c2cccc3nsnc23)CC1 (stereo unspecified)	-3.7	0.6
C#CCOCCOCCOCCNc1nc(N2CCN(C(=O)CCCCCCCCCCNC(=O)[C@@H](CCSC)n3cc(CCO)nn3)CC2)nc(N2CCN(C(=O)CCCCCCCCCCNC(=O)[C@H](CO)n3cc(CCCCCN)nn3)CC2)n1	1.3	-1.1
COc1cccc(/C=N/NC(=O)c2ccncc2)c1OC(=O)c1ccc(Br)cc1	-0.7	0.2
CCOc1ccccc1CNC(=O)CNC(=O)c1cccs1	-1.0	0.0
C=C/C(C)=C/C[C@H]1C(=C)CCC2[C@](C)(C(=O)O)CCC[C@@]21C (stereo partly specified)	1.1	0.1
Cn1c(=O)c2c(SCC(=O)c3ccccc3)nc(C3CC3)nc2n(C)c1=O	0.2	0.7
Cn1cc(/C=C(\C#N)C(=O)Nc2ccccc2O)c2ccccc21	3.1	-2.1
COc1ccc(/C=N/n2cc(-c3ccc(OC)cc3)nc2N)cc1	3.9	0.0
Cc1cccc(COCC(Cc2ccccc2)N2CCN(C(=O)c3ccc(C(F)(F)F)cc3)CCC2=O)c1 (stereo unspecified)	-0.7	-0.1
CCOC(=O)c1ccccc1NC(=O)C1CCN(c2ncnc3sc(C)c(C)c23)CC1	0.6	-1.2
O=[N+]([O-])c1ccc(N=NNc2ccccc2)cc1	4.4	0.4
COc1ccc(C(=O)c2sc3nc(-c4ccccc4)ccc3c2N)cc1	-2.0	0.7
Cc1ccc(C(=O)O)cc1N=Cc1cc(Br)cc(Br)c1O	0.2	-0.4
CCOC(=O)c1nc(Nc2ccc(OC)cc2)c2ccccc2n1	-2.4	-1.5
C#CCOCCOCCOCCNc1nc(N2CCN(C(=O)C([C@@H](C)CC)n3cc(C(N)CC(C)C)nn3)CC2)nc(N2CCN(C(=O)[C@H](CCC(=O)O)n3cc(C(N)CC(C)C)nn3)CC2)n1 (stereo partly specified)	0.5	-0.4
Cc1ccc(NC(=O)/C(C#N)=C(\N)C(Cl)(Cl)Cl)nc1	7.1	8.1*
CCN(CC)c1ccc(/C=N/Nc2ccccc2)c(O)c1	1.1	0.6
Cc1ccc2c(C(=O)CN3CCC(C(N)=O)CC3)c(C)[nH]c2c1	-1.2	1.2
Cc1c(Cl)cccc1NS(=O)(=O)c1ccc2c(c1)C1C=CCC1C(c1ccc(C(=O)O)cc1)N2 (stereo unspecified)	1.2	0.0
Cc1ccccc1Cn1nc(C)c(NC(=O)c2cc(-c3cccs3)on2)c1C	-2.1	0.7
O=C(C1=C[C@@H](c2ccc(C(F)(F)F)cc2)C[C@@H](OCCCCO)O1)N1CCN(Cc2ccc3c(c2)OCO3)CC1	2.9	-0.5
COc1ccc(N=C2S/C(=C\c3ccc(N4CCOCC4)o3)C(=O)N2CCc2c[nH]c3ccccc23)cc1	2.1	-5.1
O=C1COc2ccc(C(=O)COC(=O)/C=C/c3ccco3)cc2N1	1.7	1.8
Nc1c(N(CCC2=CCCCC2)C(=O)COc2ccc(F)cc2)c(=O)[nH]c(=O)n1Cc1ccccc1	-2.8	0.5
CC(C)CN1C(=S)SC(C)(C)C1n1oc(=O)n(-c2ccc(Cl)cc2)c1=O (stereo unspecified)	-0.3	0.5
Cc1cc(C)n2nc3nc(N4CCCC4)nc(-c4ccccc4)c3c2n1	2.6	0.6
COc1cccc(/C=N/NC(=O)c2[nH]nc3c2CCc2ccccc2-3)c1O	-5.2	-1.3
COc1ccccc1N1CCN(CC(=O)c2ccc3ccn(C(C)=O)c3c2)CC1	-0.6	0.1
COc1cccc(NC(=O)CSCc2cc(=O)n3ccsc3n2)c1	0.1	-0.6
CCCS(=O)(=O)Nc1ccc(-c2cn3c(n2)SCC3)cc1	-0.4	0.3
CCN(CC)CCN1C(=O)c2oc3ccccc3c(=O)c2C1c1ccccc1 (stereo unspecified)	-0.4	-0.9
COC(=O)c1ccc(/C=C2\CCn3c2nc2cc(C(=O)O)ccc2c3=O)cc1	1.4	1.3
Cc1ccc(NC(=O)COC(=O)CC2CCCC2)cc1Cl	-1.9	-0.1
COc1ccc(N2CCN(C(=O)c3ccc(NC(=O)C4=CSCCO4)cc3)CC2)cc1	1.9	-0.3
O=C(c1cc2cc3ccc(Cl)cc3nc2o1)N1CCCCCC1	5.5	0.6
Fc1ccc(-c2n[nH]c(=S)n2Cc2ccccc2)cc1	2.6	1.4
CC1CCN(CCNC(=O)c2ccc3c(=O)n(Cc4ccc(Cl)cc4)c(=S)[nH]c3c2)CC1	0.9	0.0
Cc1nc(N2CCN(C)CC2)c2sc(=S)n(C)c2n1	2.2	0.9
CCc1c(C)nc(SCc2cccnc2)[nH]c1=O	1.6	0.6
CCOc1ccc(C2=C(C=Nc3c(C)n(C)n(-c4ccccc4)c3=O)C(c3ccc(F)cc3)c3ccccc3O2)cc1 (stereo unspecified)	-1.3	0.4
O=C1C=C(c2cccc(Cl)c2)C[C@@H](c2ccc(F)cc2)C1	2.2	-0.7
CCCc1cc(=O)[nH]c(SCC(=O)N(CC)C2CCS(=O)(=O)C2)n1 (stereo unspecified)	-0.3	0.1
Cc1cc(Sc2ncnc(N)c2[N+](=O)[O-])ncn1	1.4	-1.3

(list continues)
SMILES	GAA850 FXN act	DAX1 inh
O=C(O)CCN1C(=O)/C(=C\c2ccc(-c3nc4ccccc4s3)o2)SC1=S	1.4	0.4
COCCn1cnc2c1c(=O)[nH]c(=O)n2Cc1ccccc1	0.3	-1.2
CC1=C[C@H](C)[C@H](c2c(F)cccc2Cl)CC1=O	-2.0	1.1
O=C(NCc1ccccn1)C1CCCN(S(=O)(=O)c2cc(Cl)ccc2Cl)C1 (stereo unspecified)	3.5	0.2
Cc1ccc(S(=O)(=O)NN=C2CCC(C(C)(C)C)CC2)cc1[N+](=O)[O-] (stereo unspecified)	1.5	-0.6
COc1cc2nc(NC(=O)c3ccc(F)cc3Cl)sc(=O)c2cc1OC	3.8	-2.5
Cc1ccc(Cn2c(=N)c(C(=O)NC3CCCC3)cc3c(=O)n4ccccc4nc32)cc1	2.4	0.6
COc1ccc2[nH]c(-c3ccc(C)cc3)cc(=O)c2c1	-2.6	-2.8
COc1ccc2c(c1OC)C(=O)N1N=C(c3ccc(Br)cc3)CC21 (stereo unspecified)	-0.7	-0.8
O=S(=O)(NC1CCCCC1N1CCN(c2ccc(F)cc2)CC1)c1ccc(Cl)cc1 (stereo unspecified)	2.7	0.0
Cc1cc(NC(=O)Nc2cc(F)ccc2C)n(C)n1	-0.8	0.3
C[C@@H]1NC(=O)c2cc([N+](=O)[O-])cc(I)c2NCC[C@@H](C(N)=O)NC(=O)[C@H](CC(N)=O)NC1=O	1.3	0.7
C#CCOCCOCCOCCNc1nc(N2CCN(C(=O)C([C@@H](C)O)n3cc([C@@H](N)CCCCN)nn3)CC2)nc(N2CCN(C(=O)[C@H](CCCN=C(N)N)n3cc(C(N)[C@@H](C)CC)nn3)CC2)n1 (stereo partly specified)	-0.6	0.1
C=CCN(CC=C)C(=S)NC(=O)c1ccc(OC)c(Br)c1	3.5	0.8
CS(=O)c1ccccc1COC(=O)Nc1ccccc1 (stereo unspecified)	3.3	-0.1
COc1ccc2c(c1)CC/C(=C/c1ccncc1)C2=O	0.4	-1.4
CCOc1ccc(/C=N/n2c(C)nc3ccccc3c2=O)cc1	-0.5	-0.6
CCN(CC)c1ccc(NC2=C(Cl)C(=O)c3ccccc3C2=O)cc1	1.5	-0.2
C=C1/C=C(\C)C(C)(O)CC(O)CC(=O)C(O)C(O)C(C)CC(C)OC(=O)/C(C)=C/CC/C=C/C(OC)C(O)CC(C)C1 (stereo unspecified)	-3.7	-1.1
CC1(c2ccccc2)CC(c2ccccc2)=Nc2ccccc2N1 (stereo unspecified)	4.7	3.5
Cc1onc(C(=O)Nc2ccc3c(c2)OCO3)c1[N+](=O)[O-]	-1.3	0.4
COC(=O)c1c(NC(=O)CC2Nc3cc(C)c(C)cc3NC2=O)sc(C)c1C (stereo unspecified)	2.6	-0.8
COCCNC(=O)c1cccc(OC2CCN(Cc3ccccc3OCCO)CC2)c1	-0.8	-0.1
Cc1nn(-c2ccccc2)c(Cl)c1/C=C/C(=O)c1ccccc1	0.8	-1.5
COC(=O)c1ccc(-n2c(CCC(=O)O)ccc2-c2ccc(C)cc2)cc1	0.2	0.2
Cc1ccc(O)c(C(CC(=O)N2CCCC2)c2ccccc2)c1 (stereo unspecified)	-1.1	-0.1
CCc1ccc(CNC(=O)C2CCN(c3nnc(C)c4c(C)n(-c5ccc(C)cc5)nc34)CC2)cc1	2.1	0.6
COc1cc(C)c(NC(=O)COc2cccc3c2OC(C)(C)C3)cc1OC	0.4	-1.5
Cc1ccc(S(=O)(=O)N2CCCC2C(=O)OCc2ccco2)cc1 (stereo unspecified)	-0.1	-1.1
Nc1nc2c(s1)CCc1c-2cnn1-c1ccccc1	6.2	2.3
COC(=O)C1=C(C)N(c2ccc(C)c(C)c2)/C(=C/c2ccco2)C1=O	2.8	-0.9
COC(=O)c1[nH]c(=O)c2ccccc2c1O	-0.2	-0.9
CC(C)(C)c1nn(-c2ccccc2)c2nc(Cl)c(C=O)cc12	3.0	1.6
COc1ccc2nc(C)cc(N/N=C/c3ccccc3)c2c1	-5.1	0.3
COC(=O)C1=C(C)N=c2s/c(=C/c3ccoc3)c(=O)n2C1c1ccccc1 (stereo unspecified)	-0.8	0.1
CC1=C(C(=O)Nc2ccccc2)C(c2ccco2)C(C#N)=C(SCC(=O)OC(C)C)N1 (stereo unspecified)	-2.4	0.6
O=[N+]([O-])/C=C/c1c(OCc2ccccc2)ccc2ccccc12	-6.7	-0.5
O=c1oc2ccc3ccccc3c2c2c1SC(C(F)(F)F)C2 (stereo unspecified)	-0.1	0.1
CC(=NNC(=S)N1CCN(c2ccccn2)CC1)c1nccs1	-14	-5.1
O=C(C[C@H]1C[C@H](C(=O)N2CCOCC2)[C@@]2(CCC3CCCC3)c3[nH]c4cc(-c5ccco5)ccc4c3CCN2C1=O)NCCC1=CCCCC1	2.2	-0.5
CCOC(=O)c1c(NC(=O)c2ccc(-n3cnnn3)cc2)sc2c1CCCC2	1.1	-1.2
C[n+]1ccc(C(=O)NCc2ccccc2)cc1	1.4	0.7
CC(=O)Nc1ccc(S(=O)(=O)N2CCC(c3nnc(-c4ccc(C)cc4)o3)CC2)cc1	-1.0	0.1

Grouped by structure: those above with fluorine (eleven)
SMILES	GAA850 FXN act	DAX1 inh
Cc1cccc(COCC(Cc2ccccc2)N2CCN(C(=O)c3ccc(C(F)(F)F)cc3)CCC2=O)c1 (stereo unspecified)	-0.7	-0.1
O=C(C1=C[C@@H](c2ccc(C(F)(F)F)cc2)C[C@@H](OCCCCO)O1)N1CCN(Cc2ccc3c(c2)OCO3)CC1	2.9	-0.5
Nc1c(N(CCC2=CCCCC2)C(=O)COc2ccc(F)cc2)c(=O)[nH]c(=O)n1Cc1ccccc1	-2.8	0.5
Fc1ccc(-c2n[nH]c(=S)n2Cc2ccccc2)cc1	2.6	1.4
CCOc1ccc(C2=C(C=Nc3c(C)n(C)n(-c4ccccc4)c3=O)C(c3ccc(F)cc3)c3ccccc3O2)cc1 (stereo unspecified)	-1.3	0.4
O=C1C=C(c2cccc(Cl)c2)C[C@@H](c2ccc(F)cc2)C1	2.2	-0.7
CC1=C[C@H](C)[C@H](c2c(F)cccc2Cl)CC1=O	-2.0	1.1
COc1cc2nc(NC(=O)c3ccc(F)cc3Cl)sc(=O)c2cc1OC	3.8	-2.5
O=S(=O)(NC1CCCCC1N1CCN(c2ccc(F)cc2)CC1)c1ccc(Cl)cc1 (stereo unspecified)	2.7	0.0
Cc1cc(NC(=O)Nc2cc(F)ccc2C)n(C)n1	-0.8	0.3
O=c1oc2ccc3ccccc3c2c2c1SC(C(F)(F)F)C2 (stereo unspecified)	-0.1	0.1
